High-throughput results deposited in PubChem by Small Molecule Screening Facility, UW Madison.
RMI-FANCM inh – inhibitors of human RMI core complex binding to FANCM MM2 | hit rate 0.58% among 70,000 | FP signal (polarization) at 33 µM | Fluorescence polarization, RMI core complex with F-MM2 peptide; hits give low values; in the data active means FP signal below about 40; further: inactives centre near 61; strong numbers were not always called active; unit not given here
Numbers without * were called inactive; & = joins results of further samples.

RMI-FANCM inh	mol
104	Cc1ccc(N2CCn3c2nn(CC(=O)Nc2ccc4c(c2)OCO4)c(=O)c3=O)cc1
59	COc1cc2ccccc2cc1C(=O)Nc1ncnc2c1CCC2
58	Cc1ccc2nc(-c3ccc(NC(=O)c4ccccc4)cc3)sc2c1
98	Cc1c(Cl)ccc2sc(NC(=O)COCC(=O)Nc3nc4c(C)c(Cl)ccc4s3)nc12
88	CCc1ccc(-c2cc3c(=O)n(Cc4nc(-c5cccc(C(F)(F)F)c5)no4)ccn3n2)cc1
60	O=C(Cc1ccccc1)NCCCS(=O)(=O)N1CCN(c2ccccn2)CC1
61	Cc1ccc(S(=O)(=O)Nc2ccc3c(c2)NC(=O)C(C)(C)CO3)cc1Cl
59	O=C(CSc1nnc(-c2ccncc2)n1Cc1ccccc1)N1c2ccccc2Sc2ccccc21
52	Cc1cc(N/N=C\C=C\c2ccccc2)c([N+](=O)[O-])cc1[N+](=O)[O-]
73	COc1ccc(C(C)=O)cc1CO/N=C1/CSCc2ccccc21
77	O=C(Nc1ccncc1)c1cc(-c2ccncc2)nc2ccccc12
97	CCOc1ccc(-c2csc(-n3nc(C)cc3NC(C)=O)n2)cc1
61	CC1(C)O[C@@H]2C[C@H]3[C@@H]4CCC5=CC(=O)CC[C@]5(C)[C@@]4(F)[C@@H](O)C[C@]3(C)[C@]2(C(=O)CCl)O1
67	CCOc1ccc(S(=O)(=O)Nc2ccc3c(c2)CC(=O)N3C)cc1C
66	Cc1ccc(-c2cn3c(CC(=O)NCc4ccc5c(c4)OCO5)csc3n2)cc1
58	O=C(NCCc1c[nH]c2ccccc12)Nc1ccc(Cl)cc1
74	CCCCC(=O)NCCn1ncc2c(=O)n(Cc3cccc4ccccc34)cnc21
63	O=C(Nc1cc(Cl)cc(Cl)c1)c1ccno1
67	COCCCNC(=S)N/N=C\c1ccc(-c2ccc(OC)cc2)s1
62	CNC(=O)c1ccccc1S(=O)c1ccc(Cl)cc1C(=O)O (stereo not given)
67	CCOC(=O)c1ccc(NC(=O)C(NC(=O)C23CC4CC(CC(C4)C2)C3)C(C)C)cc1 (stereo not given)
53	O=C(NC(=O)c1ccc(Oc2ccc(Cl)cc2)nc1)Nc1ccc(Cl)cc1
72	COCCN1CCC(CNC(=O)CCc2ccccc2)CC1
56	CCOc1ncccc1C(=O)NCCn1nc(-c2ccc(Cl)cc2)ccc1=O
60	Cc1sc(Nc2ccccc2)nc1-c1ccc(-c2ccccc2F)cc1
64	CCOC(=O)c1cnc(COc2ccc(OC)cc2)[nH]c1=O
58	O=Cc1ccc(OC(F)F)c(O)c1
53	O=C(Oc1coc(CSc2nnc(NC(=O)c3cccs3)s2)cc1=O)c1ccc(S(=O)(=O)N2CCOCC2)cc1
60	COc1ccccc1C(=O)NCC(c1ccco1)N1CCc2ccccc2C1 (stereo not given)
56	COc1cccc(OCC(=O)N2CCC3(CC2)OCCN3S(=O)(=O)c2ccc(Cl)cc2)c1
56	Cc1ccc(-n2ncc3c(SCCC4OCCO4)ncnc32)c(C)c1
68	CC(=O)N1CCc2ccc(NC(=O)CCCc3ccccc3)cc21
62	FC(F)(F)c1cccc(CSC(=S)NC2CC2)c1
65	CSc1nnc(CCCO)n1-c1ccc(Cl)cc1Cl
55	NC1=NNC(=O)/C1=C\c1cc([N+](=O)[O-])ccc1N1CCOCC1
66	O=C(c1cnc2ccccc2c1Nc1ccc(Cl)c(Cl)c1)N1CCOCC1
55&62	Cc1cc(=O)n2cn[nH]c2n1
52	O=C(Nc1ccc(F)cc1F)c1nccnc1Oc1cccc(C(F)(F)F)c1
41	COc1ccc(CCC(=O)Nc2cc(-c3ccco3)nn2-c2nc(C)c(C)c(=O)[nH]2)cc1
63	Cc1nnc(SCC(=O)NCc2ccc3c(c2)OCO3)c2c1cnn2-c1ccc(F)cc1
66	C[C@@H]1CC2C3CCC4=CC(=O)C=C[C@]4(C)[C@@]3(F)[C@@H](O)C[C@]2(C)[C@@]1(O)C(=O)CO (stereo not given in full)
68	CCC(=O)Nc1cc(C)nn1-c1nc(C)c(CC)c(=O)[nH]1
62	O=C(/C(=N\N=C/c1cccs1)c1ccccc1)c1ccccc1
65	O=C(NC(=S)Nc1ccc(S(=O)(=O)Nc2nccs2)cc1)c1cccc(Cl)c1
58	FC(F)(F)c1ccc(N2CCN(Cn3nnc4ccccc43)CC2)nc1
61	NS(=O)(=O)c1ccc(NC(=O)CSc2nc3c(c(=O)[nH]2)CCCC3)cc1
70	O=C(Nc1ccc(SCC(=O)N2CCN(c3ccccc3)CC2)nn1)C1CC1
62	CCOC(=O)c1sc(NC(=O)c2ccnn2C)c(C(=O)OCC)c1C
53	NC(=O)C1CCN(C(=O)/C=C/C(=O)O)CC1
53	BrC12CC3CC(Br)(C1)CC(Br)(C3)C2
52	CN(C)c1ccc(C(=O)N/N=C\c2cc(Cl)cc(Cl)c2O)cc1
61	OCCNc1ncnc2c1c(-c1ccccc1)cn2-c1cccc(C(F)(F)F)c1
62	O=C(Oc1cc(-c2ccc(Cl)cc2)c2oc(=O)sc2c1)c1ccc(Cl)cc1
54	O=C(NCc1cccs1)C(=O)Nc1ccon1
60	O=S1(=O)CCC(NC(=S)SCCOc2ccccc2)C1 (stereo not given)
61	CCOC(=O)CS/C(=C\C=C\c1ccccc1)C(=O)O
73	Cc1ccc(-c2c(C)sc3ncnc(N4CCN(C)CC4)c23)cc1
59	COc1cc(-c2nc3ccccc3n2C)cc(OC)c1OC
54	Cn1c(SCC(=O)NNC(=S)Nc2ccccc2)nnc1-c1ccncc1
69	CCn1nccc1C(=O)Nc1nc2ccc(S(=O)(=O)N(C)C)cc2s1

No new results follow: an excerpt of the list.
RMI-FANCM inh	mol
56	Cc1ccc(-n2ncc3c(SCCC4OCCO4)ncnc32)c(C)c1
68	CC(=O)N1CCc2ccc(NC(=O)CCCc3ccccc3)cc21
62	FC(F)(F)c1cccc(CSC(=S)NC2CC2)c1
65	CSc1nnc(CCCO)n1-c1ccc(Cl)cc1Cl
55	NC1=NNC(=O)/C1=C\c1cc([N+](=O)[O-])ccc1N1CCOCC1
66	O=C(c1cnc2ccccc2c1Nc1ccc(Cl)c(Cl)c1)N1CCOCC1
55&62	Cc1cc(=O)n2cn[nH]c2n1
52	O=C(Nc1ccc(F)cc1F)c1nccnc1Oc1cccc(C(F)(F)F)c1
41	COc1ccc(CCC(=O)Nc2cc(-c3ccco3)nn2-c2nc(C)c(C)c(=O)[nH]2)cc1
63	Cc1nnc(SCC(=O)NCc2ccc3c(c2)OCO3)c2c1cnn2-c1ccc(F)cc1
66	C[C@@H]1CC2C3CCC4=CC(=O)C=C[C@]4(C)[C@@]3(F)[C@@H](O)C[C@]2(C)[C@@]1(O)C(=O)CO (stereo not given in full)
68	CCC(=O)Nc1cc(C)nn1-c1nc(C)c(CC)c(=O)[nH]1
62	O=C(/C(=N\N=C/c1cccs1)c1ccccc1)c1ccccc1
65	O=C(NC(=S)Nc1ccc(S(=O)(=O)Nc2nccs2)cc1)c1cccc(Cl)c1
58	FC(F)(F)c1ccc(N2CCN(Cn3nnc4ccccc43)CC2)nc1
61	NS(=O)(=O)c1ccc(NC(=O)CSc2nc3c(c(=O)[nH]2)CCCC3)cc1
70	O=C(Nc1ccc(SCC(=O)N2CCN(c3ccccc3)CC2)nn1)C1CC1
62	CCOC(=O)c1sc(NC(=O)c2ccnn2C)c(C(=O)OCC)c1C

The listing continues:
RMI-FANCM inh	mol
68	O=S(=O)(Cc1ccc(Cl)cc1)NCc1ccsc1
69	COc1ccccc1NC(=O)c1ccc(-c2ccc(F)c(Cl)c2)o1
69	O=c1c2[nH]c3ccccc3c2ncn1Cc1ccc(F)cc1
77	O=C(Cn1nc(-c2ccccc2)c2sc(N3CCCC3)nc2c1=O)NC1CCCCC1
65	O=c1ccc(-c2cccnc2)nn1CCNS(=O)(=O)c1ccccc1Cl
60	O=C(NCc1ccc(F)cc1)N1CCC(c2nnc(-c3ccc(F)cc3)o2)CC1
66	Cc1ccc(Cl)cc1NC(=O)CN1CCN(S(=O)(=O)N2CCOCC2)CC1
63	O=C(Nn1cnc2c(cnn2-c2cccc(Cl)c2)c1=O)c1cccc(Cl)c1
70	COc1ccc(-c2nnc(Nc3nc4ccc(SC)cc4s3)o2)c(OC)c1
65	CS(=O)(=O)N1CCC(C(=O)Nc2nc3c(F)cccc3s2)CC1
72	CN(C)CC(=O)C12CC3CC(C1)CC(c1ccccc1)(C3)C2
58	Cc1ccc(CNC(=O)Cc2cc(=O)[nH]c(SCc3ccccc3)n2)cc1
54	CC(C)S(=O)(=O)c1cnc(N)nc1N
60	Cc1oc2c(c1C(=O)NC1CCCCC1)C(=O)c1ccccc1C2=O
52	CN=C1SC(CC(=O)NCCCOC(C)C)C(=O)N1C (stereo not given)
91	CCc1c(C#N)c(SCC(=O)c2cc(C)n(-c3ccccc3)c2C)nc2c1C(=O)CC(C)(C)C2
47	CC(C)c1cc(=O)[nH]c(-n2nc(-c3cccs3)cc2NC(=O)COc2ccccc2F)n1
54	COC(=O)c1ccc(OC)c(OC2CCCC2)c1
59	CC(Cc1ccc(O)c(O)c1)C(C)Cc1ccc(O)c(O)c1 (stereo not given)
54	CC(C)(C)c1cc(OC(=O)c2ccc(Cl)cc2)c(C(C)(C)C)cc1OC(=O)c1ccc(Cl)cc1
57	COc1cccc(C(=O)Nc2nc(-c3ccc(Cl)s3)cs2)c1OC
60	Cc1cc(O)cc(O)c1C(=O)O
60	CCOc1cn(C)c(C(=O)Nc2ccccc2CC)cc1=O
62	OCCNC(=S)NC1CCCC1
69	COc1ccc(-n2ccnc(SCc3cccc([N+](=O)[O-])c3)c2=O)cc1Cl
69	Cc1ccccc1C(=O)Nc1nnc(-c2ccccc2)o1
92	CCCOc1ccc(CNC(=O)CCn2cnc3c([nH]c4ccc(F)cc43)c2=O)cc1
63	CC(=O)Nc1ccc(S(=O)(=O)Nc2ccc3c(c2)NC(=O)C(C)(C)CO3)cc1
79	CCN(CC)CCN(C(=O)CCS(=O)(=O)c1ccccc1)c1nc2c(C)cc(C)cc2s1
74	Cc1cc(NC(=O)CCCBr)n(-c2ncnc3c2cnn3-c2ccc(F)cc2)n1
55	CNC(=S)Nc1cc(Cl)cc(Cl)c1
61	CCc1ccc(NC(=O)CSc2cn(Cc3cc(C)ccc3C)c3ccccc23)cc1
65	O=C(CCCSc1ccc(NC(=O)c2cccs2)nn1)NCc1ccncc1
62	CCOP(=O)(c1ccccc1)C(NC(=O)c1ccccc1)C(=O)c1ccccc1 (stereo not given)
54	COc1ccc(CCNC(=O)C(Sc2ccccc2N)c2ccccc2)cc1OC (stereo not given)
62	O=C(O)C1CC2C=CCC(C1)C2=O (stereo not given)
54	CC(=O)c1sc(=Nc2ccccc2C)n(CCO)c1C
51	Cc1nn(Cc2nc(-c3cccc([N+](=O)[O-])c3)cs2)c(C)c1Br
61	CC(C)CNC(=O)/C=C\C(=O)O
57	O=C1NN=C(c2ccccc2)/C1=C1\OC(c2ccccc2)=CS1
70	CN(C)c1ccc(CCCNS(=O)(=O)c2ccc(F)c(Cl)c2)cc1
55	COCCCNC(CC(=O)Nc1cc(C)ccc1O)C(=O)O (stereo not given)
62	CC(=O)NCCn1ncc2c(N3CCN(c4ncccn4)CC3)ncnc21
69	CCCSc1nnc(N)s1
41	CC(C)NC(=O)c1ccccc1[N+](=O)[O-]
84	CCCS(=O)(=O)N1CCCc2ccc(NS(=O)(=O)c3ccc(OCC(C)C)cc3)cc21
70	Cc1cc(C)c(S(=O)(=O)NCCCn2nc(-c3cccs3)ccc2=O)cc1C
41	CC(=O)NC[C@H]1CN(c2ccc(N3CCOCC3)c(F)c2)C(=O)O1
128	CN(C)CCCN(C(=O)c1ccc(S(=O)(=O)N2CCc3ccccc3C2)cc1)c1nc2c(F)cccc2s1
60	C=CCc1cccc2cc(C(=O)Nc3cc(OC)c(Cl)cc3OC)c(=O)oc12
58	COc1ccc(NC(=O)C2CCC(Cn3c(=S)[nH]c4ccccc4c3=O)CC2)cc1OC (stereo not given)
60	CC(=O)c1ccc(OCC(O)CN2CCc3ccccc3C2)cc1 (stereo not given)
53	CN(C)c1scc(-c2ccccc2)c1C#N
64	COc1ccc2c(c1)CCC/C2=N/N=C(/N)SC
67	CCCN1C(=O)C(C)(C)COc2cc(NS(=O)(=O)c3ccc(NC(=O)CC)cc3)ccc21
56	O=C(c1cnc2ccccn12)C(F)(F)SCc1c(Cl)cccc1Cl
62	O=C(/C=C\c1ccc2c(c1)OCO2)Nc1ccc(S(=O)(=O)N2CC3CC(C2)c2cccc(=O)n2C3)cc1 (stereo not given)
54	COc1cc([N+](=O)[O-])ccc1NC(=O)Cc1ccc(F)cc1
86	O=C(Cn1ncn2nc(-c3ccc(Cl)cc3)cc2c1=O)NCc1ccco1
52	Cc1nnsc1C(=O)NNc1c(Cl)cccc1Cl

(further entries)
RMI-FANCM inh	mol
56	CC(=O)Nc1nc(SCC(=O)Nc2cc(C)on2)[nH]c(=O)c1NC(=O)c1cccs1
64	COc1ccc(CCC(=O)N2CCN(Cc3nc(-c4ccco4)cs3)CC2)cc1
64	NC(=O)C1CCN(c2oc(-c3ccccc3Cl)nc2S(=O)(=O)c2ccccc2)CC1
63	Cc1ccc2c(c1)OCC(=O)N2Cc1nc(-c2ccc(Br)cc2)no1
64	Cc1ccc(S(=O)(=O)NCC(c2ccsc2)N2CCc3ccccc3C2)cc1C (stereo not given)
71	CCC(=O)N1CCCc2ccc(NS(=O)(=O)c3ccc(OC)cc3C)cc21
52	COC(=O)Cn1nnnc1-c1ccc(Cl)cc1
85	CN(C)CCCN(C(=O)c1ccccc1)c1nc2c(F)cc(F)cc2s1
67	CC(C)CC(C(=O)Nc1ccccc1)N1C(=O)C2C3C=CC(C3)C2C1=O (stereo not given)
52	Cc1ncc(CSc2nc3ccc(C(F)(F)F)cc3[nH]2)c(CO)c1O
106	Cc1cc(C)cc(NC(=O)Cn2cnc3c(-c4ccc(Cl)cc4)csc3c2=O)c1
63	O=C1Cc2cc(NS(=O)(=O)Cc3ccccc3F)ccc2N1
67	CCOCC(=O)Nc1ccc2c(c1)CC(=O)N2
62	COc1ccc(OC)c(C(=O)Nc2nc(-c3cc4cc(OC)ccc4o3)cs2)c1
66	CC12CCC(=O)C=C1CCC1C2[C@@H](O)CC2(C)C1CC[C@]2(O)C(=O)COP(=O)(O)O (stereo not given in full)
62	CCC(=O)Nc1ccc(S(=O)(=O)NCCOc2ccccc2)cc1

A portion of the library; count on the stated rates, not on these rows.
